Screens as filed in PubChem.
KAT2A inh – blocks human GCN5L2 histone acetyltransferase | Q92830 | Potency, µM (series often up to 58.9 µM), for inactives: top-dose activity change, negative = inhibition, most hits filed as inhibitors | GCN5L2 HAT assay, ThioGlo1 CoA-SH fluorescence | hit rate 0.21% among 390,000
Target sequence (Q92830 whole entry, looked up): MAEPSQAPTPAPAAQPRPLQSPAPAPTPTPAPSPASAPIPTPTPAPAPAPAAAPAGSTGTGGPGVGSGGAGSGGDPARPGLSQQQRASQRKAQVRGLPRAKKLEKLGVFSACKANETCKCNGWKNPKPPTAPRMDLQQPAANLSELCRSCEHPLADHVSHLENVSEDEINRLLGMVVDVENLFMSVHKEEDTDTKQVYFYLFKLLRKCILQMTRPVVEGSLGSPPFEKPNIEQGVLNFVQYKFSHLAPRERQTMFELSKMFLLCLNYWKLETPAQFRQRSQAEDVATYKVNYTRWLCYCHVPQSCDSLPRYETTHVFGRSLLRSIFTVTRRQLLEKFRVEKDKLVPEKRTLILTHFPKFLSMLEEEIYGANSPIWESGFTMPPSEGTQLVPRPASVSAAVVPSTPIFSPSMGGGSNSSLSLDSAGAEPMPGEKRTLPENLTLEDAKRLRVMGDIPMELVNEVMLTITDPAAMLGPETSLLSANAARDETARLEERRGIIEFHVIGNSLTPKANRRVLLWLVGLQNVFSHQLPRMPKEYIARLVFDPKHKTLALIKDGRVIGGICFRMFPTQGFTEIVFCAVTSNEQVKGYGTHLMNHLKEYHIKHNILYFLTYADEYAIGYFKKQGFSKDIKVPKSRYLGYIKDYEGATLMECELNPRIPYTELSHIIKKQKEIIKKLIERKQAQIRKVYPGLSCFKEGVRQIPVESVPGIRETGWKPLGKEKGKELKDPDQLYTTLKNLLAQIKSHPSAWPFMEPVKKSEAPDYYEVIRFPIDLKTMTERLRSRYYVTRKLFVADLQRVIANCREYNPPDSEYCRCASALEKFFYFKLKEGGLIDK
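Fluorescence readout, Ex340nm/Em540nm: ThioGlo1 (50uM final) reacts with free CoA thiol released as 20nM GCN5L2 acetylates H3(1-25) peptide (75uM) using acetyl-CoA (70uM). Compound and enzyme sat 15 min beforehand; 20 min room-temperature reaction.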
N370S GC mod – inhibits or activates N370S mutant glucocerebrosidase | N370S GC spleen homogenate, 4MU-glucoside fluorescence | P04062 | hit rate 0.092% among 330,000 | AID 2101 | Potency, µM (series often up to 59.4 µM), for inactives: at the top dose activity change, negative = inhibition, usual class: inhibitors;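 note: 0% = full enzyme activity and -100% = no enzyme basal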
FEN1 inhibitor – human FEN1 inhibition; Recombinant FEN1 flap cleavage, fluorescence, 15 min; Potency, µM (highest dose often 114 µM), without a hit: top-dose activity change, negative = inhibition, most hits filed as inhibitors; hit rate 0.35% among 390,000; AID 588795; note: nearly all actives have a fitted effect of over 65% in size
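Recombinant FEN1 (10 nM) was preincubated with pin-transferred compounds for 15 min at room temperature, then flap DNA substrate (50 nM final) was added. Plates were read at 0 and 15 min, and normalized concentration–response data were fitted to a four-parameter Hill equation.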
* marks the source's active call; other numbers are inactive results; ? = inconclusive; / = not tested or not shown; & = joins results of further samples; [ ] = another dose, or the depositor's remark. Calls come from the whole dose curve; as a rule, active = well fitted curve in the direction sought with a large enough effect; inconclusive = small, poorly fitted or top-dose-only effect, or another doubt; inactive = no such curve, though single readings can be large; an effect the other way counts as inactive or inconclusive. Unless noted, % is set by controls: 0 for no effect and ±100 for the full control effect; potency is the fitted concentration of half-maximal effect. Compounds were not picked by outcome. Share with any hit: about 0.54%.

Each structure is followed by: KAT2A inh | N370S GC mod | FEN1 inhibitor
1. Cc1sc2nc(CN(Cc3cccs3)C(=O)NC3CCCCC3)[nH]c(=O)c2c1C
→ -5% | -1% | -6%
2. COc1ccccc1NC(=O)NNC(=O)c1ccc2c(c1)NC(=O)C(C)(C)O2
→ -5% | -7% | 9%
3. C=C(C)CSc1nc(N)cc(=O)[nH]1
→ -3% | -12% | 28%
4. CCOC(=O)c1cc2c(=O)n3ccccc3nc2n(Cc2ccco2)c1=NC(=O)c1c(F)cccc1Cl
→ -21% | / | -29%
5. Cc1cc(C(=O)COc2ccccc2Cl)c(C)n1-c1ccc2c(c1)OCO2
→ -8% | 10% | 2%
6. O=[N+]([O-])c1ccc(Nc2ccccc2F)nc1
→ -3% | -7% | -22%
7. Cc1cc(C)c(NC(=O)CN)c(C)c1
→ 14% | 1% | -4%
8. CCN(CC)CCOCCOc1ccc(Cl)c2ccccc12
→ 2% | -6% | -3%
9. Cc1cccc(NC(=O)c2ccccc2O)c1C
→ 0% | 17% | 7%
10. COc1ccc(-c2c(C)nn(-c3ccccc3)c2NC(C)=O)cc1OC
→ -1% | -24% | 2%
11. Cc1cc(NC(=O)CN2C(=O)[C@@H]3[C@H](C2=O)[C@@H]2C[C@H]3C(Br)C2Br)no1 (stereo partly drawn)
→ -5% | 7% | 7%
12. O=[N+]([O-])c1cccnc1Oc1ccccc1F
→ -1% | 19% | 7%
13. COC(=O)N1[C@H](C)C=C[C@]1(Cc1ccccc1)C(=O)NCCCNc1ncc(C(F)(F)F)cc1Cl
→ / | 2% | -15%
14. CN(Cc1nc(-c2cnccn2)no1)CC1CCN(Cc2ccccc2)CC1
→ -7% | 13% | -8%
15. CCOc1ccc2nc(NC(=O)CSc3ccccc3)sc2c1
→ -4% | 1% | -14%
16. Cn1cccc1Cc1nnc(SCC(=O)N2CCOCC2)n1-c1ccc(F)cc1
→ -8% | 0% | 1%
17. Cc1ccc(C)c(NC(=O)C2CC3CCC2C3)c1 (stereo not drawn)
→ -6% | -7% | -18%
18. Cc1cc(C)cc(Nc2cc(C(=O)NCc3ccccc3)c3ccccc3n2)c1
→ 11% | / | 3%
19. Cc1cc2nc3n(c2cc1C)CCCN3
→ -1% | -6% | -2%
20. COc1cc(C(=O)N/N=C/c2ccsc2C)cc(OC)c1OC
→ 0% | -11% | 6%
21. O=C(N/C(=C/c1ccc(Cl)cc1)C(=O)N1CCOCC1)c1ccccc1
→ 1% | 3% | 0%
22. CC(NC(=O)c1ccccc1)c1nnc(SCC(=O)Nc2nnc(C3CC3)s2)n1C (stereo not drawn)
→ -10% | 1% | 14%
23. COc1ccc(CNC(=O)C(=O)NC2CC(C)(C)NC(C)(C)C2)cc1
→ -11% | -2% | 3%
24. COc1cccc(OC)c1-c1nn2c(-c3cc(-c4ccccc4)n[nH]3)nnc2s1
→ -1% | 15% | 28µM*
25. COc1ccc(-c2cn(-c3ccc(C)c(C)c3)c(=S)[nH]2)cc1OC
→ 9% | -21% | -5%
26. O=S(=O)(NCCS(=O)(=O)N1CCN(c2ccccc2)CC1)c1ccccc1
→ -5%&4% | 7% | 20%&3%
27. Cc1cc(-c2nn(-c3ccccc3F)cc2CNCCc2cnccn2)c(C)s1
→ -21% | -19% | 12%
28. Cc1ccccc1CNC(=O)c1cc2cccc3c2n1CC(C)S3 (stereo not drawn)
→ -2% | / | -4%
29. COc1ccc(CN2C(=O)COc3ccccc32)cc1
→ -7% | -7% | -15%
30. CSCCC(NS(=O)(=O)c1ccc(Cl)cc1)C(=O)OCC(=O)NC1CCCCC1 (stereo not drawn)
→ -3% | 10% | 3%
31. C=CCn1c(Oc2ccc(C=O)cc2OCC)nc2c1c(=O)n(C)c(=O)n2C
→ -24% | -3% | -1%
32. Cn1c(NC(=O)C[n+]2cc(-c3ccc(F)cc3)n3c2CCC3)cc(=O)n(C)c1=O
→ 1% | 0% | -16%
33. CCOC(=O)c1ccccc1NC(=O)c1cc2c(s1)-c1c(C)cccc1OC2
→ -2% | / | 14%
34. CC(C)Cc1nc2sc3c(c2c(=O)n1N)CC(C(C)C)OC3 (stereo not drawn)
→ -1% | -4% | 18%
35. Brc1ccccc1-c1nnc(CSc2nnc3sc4ccccc4n23)o1
→ -6% | -12% | -6%
36. Cc1cc(S(=O)(=O)Nc2ccc(C(=O)NCC3(N(C)C)CCCCC3)cc2)ccc1F
→ -20% | -8% | 7%
37. N#Cc1c(C(F)(F)F)cc(-c2cccs2)nc1N1CCCCC1
→ -3% | 5% | 0%
38. CCOC(=O)C1C(c2cc(OC)c(OC)c(OC)c2)NC(=S)NC1(O)C(F)(F)F (stereo not drawn)
→ -1% | -8% | -1%
39. O=C(CSc1nnc2scc(-c3ccc(Cl)cc3)n12)Nc1ccc(F)cc1
→ -4% | / | 3%
40. COc1ccccc1C1CC(=O)Oc2cc(C)c(Br)c(C)c21 (stereo not drawn)
→ ? | 12%[89.1 µM] | -1%

Complete entries as entered above. Values in the order: KAT2A inh, N370S GC mod, FEN1 inhibitor
CCOC(=O)c1ccccc1NC(=O)c1cc2c(s1)-c1c(C)cccc1OC2 in the list: -2%, /, 14%
O=S(=O)(NCCS(=O)(=O)N1CCN(c2ccccc2)CC1)c1ccccc1 in the list: -5%&4%, 7%, 20%&3%
Cn1c(NC(=O)C[n+]2cc(-c3ccc(F)cc3)n3c2CCC3)cc(=O)n(C)c1=O in the list: 1%, 0%, -16%
C=CCn1c(Oc2ccc(C=O)cc2OCC)nc2c1c(=O)n(C)c(=O)n2C in the list: -24%, -3%, -1%
O=C(CSc1nnc2scc(-c3ccc(Cl)cc3)n12)Nc1ccc(F)cc1 in the list: -4%, /, 3%

5 compounds already listed, sorted by the value under N370S GC mod, high to low:
#	SMILES	N370S GC mod
30	CSCCC(NS(=O)(=O)c1ccc(Cl)cc1)C(=O)OCC(=O)NC1CCCCC1 (stereo not drawn)	10%
26	O=S(=O)(NCCS(=O)(=O)N1CCN(c2ccccc2)CC1)c1ccccc1	7%
23	COc1ccc(CNC(=O)C(=O)NC2CC(C)(C)NC(C)(C)C2)cc1	-2%
34	CC(C)Cc1nc2sc3c(c2c(=O)n1N)CC(C(C)C)OC3 (stereo not drawn)	-4%
29	COc1ccc(CN2C(=O)COc3ccccc32)cc1	-7%

Carrying on:
Each structure is followed by: KAT2A inh | N370S GC mod | FEN1 inhibitor
41. CCOC(=O)c1cnc2c(C)cccc2c1Nc1ccc(OC(C)C)cc1
→ -1% | / | 4%
42. COc1ccccc1CNC(=O)c1oc2ccc(S(=O)(=O)N3CCCCC3)cc2c1C
→ 1% | / | -12%
43. COc1ccc(CN2CCc3c(c(=O)n4ncc(C(=O)N5CCN(c6ccc(F)cc6)CC5)c4n3C)C2)cc1
→ -8% | / | 11%
44. COc1cccc(NC(c2nnc(-c3ccccc3)o2)c2ccc(F)cc2Cl)c1 (stereo not drawn)
→ -11% | / | -28%
45. Cc1ncc([N+](=O)[O-])n1Cc1ccc(F)cc1
→ -3% | 4% | 7%
46. CCc1cccc(CC)c1N(COC)C(=O)Cn1cnc2ccccc21
→ -2% | ? | 9%
47. CC1(C)CC(=O)C2=C(C1)Nc1ccccc1N=C2
→ -10% | 0% | /
48. CN(C)C(=O)[C@@H]1C[C@H]1[C@@H](NC(=O)OCc1ccccc1)c1ccccc1
→ -2% | 1%&12% | 3%
49. COc1ccc(C(=O)NCc2ccccc2CN2CCCC2)cc1S(=O)(=O)N1CCOCC1
→ -4% | -3% | -4%
50. Cc1ccccc1C(=O)N(C)Cc1ccccc1
→ 2% | 4% | 5%
51. CCCc1cc(N2CCN(c3ccccn3)CC2)n2nc(C)c(-c3ccccc3)c2n1
→ -1% | 6% | -4%
52. Cc1ccc(O)c(C(CC(=O)NCC2(c3ccccc3)CCCC2)c2ccccc2)c1 (stereo not drawn)
→ 2% | / | ?
53. N#CCC(=O)Nc1ccc(C(=O)Nc2ccc3c(c2)OCO3)cc1
→ -12% | / | -6%
54. Cc1ccc(CNC(=O)CCSCc2cnn(-c3ccccc3)c2-n2cccc2)cc1
→ 1% | / | 0%
55. C=CCNC(=O)c1onc(CSc2cccc(C)c2)c1C(=O)O
→ -5% | / | 2%
56. Cc1cc(/C=N/NC(=O)C(=O)NCc2ccccn2)c(C)n1-c1ccccc1
→ -13% | 2% | -8%
57. CCCn1nc(C(=O)NCCc2ccc(S(N)(=O)=O)cc2)c2ccccc2c1=O
→ 0% | -3% | 0%
58. S=C(NCCC(c1ccccc1)c1ccccc1)Nc1ccccc1Cl
→ -3% | 9% | 3%
59. Cc1cc(C)c2oc(-c3cccc(NC(=O)c4ccc(Br)o4)c3)nc2c1
→ -3% | / | 9%
60. O=C(Cc1ccc(S(=O)(=O)N2CCOCC2)s1)NCCc1ccc(F)cc1
→ -5% | -20% | -3%

Some of these compounds in order of heavy-atom count, low to high.
Each structure is followed by: KAT2A inh | N370S GC mod | FEN1 inhibitor
55. C=CCNC(=O)c1onc(CSc2cccc(C)c2)c1C(=O)O
→ -5% | / | 2%
53. N#CCC(=O)Nc1ccc(C(=O)Nc2ccc3c(c2)OCO3)cc1
→ -12% | / | -6%
54. Cc1ccc(CNC(=O)CCSCc2cnn(-c3ccccc3)c2-n2cccc2)cc1
→ 1% | / | 0%

Other records.
Each structure is followed by: KAT2A inh | N370S GC mod | FEN1 inhibitor
61. Clc1ccc(CNCc2cccs2)cc1Cl
→ -1% | 7% | 13%
62. COc1ccccc1CNC(=O)COC(=O)c1n[nH]c2ccccc12
→ -2% | -1% | -5%
63. CC(C)(C)NS(=O)(=O)c1ccc(CCC(=O)Nc2cc(Cl)ccc2Oc2ccccc2)cc1
→ -23% | 7% | -12%
64. O=C(NCCC1CCCCN1S(=O)(=O)c1ccc(Cl)cc1)C(=O)NCc1ccco1 (stereo not drawn)
→ -22% | -2% | 2%
65. Cn1c(=S)c2[nH]c(SCCN3CCCC3)nc2n(C)c1=O
→ -12% | -9% | -6%
66. CC1CCN(C(=O)CCNC(=O)c2ccccc2Cl)CC1
→ -3% | 4% | -5%
67. CCC(C)(C(=O)NC1CCCCC1)N(Cc1ccco1)C(=O)CNC(=O)c1ccccc1 (stereo not drawn)
→ -2% | -14% | -6%
68. CC(C)n1cnc(S(=O)(=O)N2CCCC(C(=O)NCc3ccccc3Cl)C2)c1 (stereo not drawn)
→ 18% | / | 11%
69. COc1ccc(CNc2nc3nc4c(c(=O)n3[nH]2)CCC4)cc1
→ 1% | 5% | -1%
70. Cc1ccc(/C=C/c2onc(C)c2S(=O)(=O)N2CCC(C(=O)Nc3ccc(Br)c(C)c3)CC2)cc1
→ -1% | / | 10%
71. O=C(CCC(=O)CCN1CCCCC1)CCN1CCCCC1
→ / | 4% | 2%
72. CCCN(CC(=O)Nc1ccccc1OC)Cc1c(O)ccc2ccccc12
→ -9% | 24% | -11%
73. COc1ccc(N2C(=O)c3ccccc3NC2c2ccc(NC(C)=O)cc2)c(OC)c1 (stereo not drawn)
→ 2% | 0% | 2%
74. Cc1ccc(NC(=O)c2cc(-c3ccco3)on2)cc1C
→ -1% | -17% | 5%
75. CC(C(=O)NCC1CCCO1)N(C(=O)c1snc(C(N)=O)c1N)c1cccc(F)c1 (stereo not drawn)
→ -6% | 10% | -5%
76. Cc1ccc(S(=O)(=O)N2[C@@H](c3ccc(F)cc3)C(C(=O)O)=CC[C@H]2c2ccc3c(c2)OCO3)cc1
→ -6% | -13% | 3%
77. CC1CCCC(C)N1C(=O)c1ccc(CS(=O)(=O)c2ccccc2)cc1 (stereo not drawn)
→ -2% | 1% | 11%
78. O=C(NCCc1csc(-c2ccccc2)n1)c1ccco1
→ ? | 9% | 15%
79. COc1cc(/C=N/NC(=O)c2ccoc2C)cc(OC)c1O
→ -6% | 9% | -1%
80. COc1cccc(CNC(=O)Cc2csc(Nc3nc(=S)[nH]c4ccccc34)n2)c1
→ -5% | -3% | 2%
